# Tau fluor cs: counter-screen for tau fibril formation inhibitors; Potency, µM (highest dose often 57.7 µM), for inactives: at the highest dose activity change, negative = decrease; tau K18 P301L Alexa594 fluorescence, heparin fibrillization; 280,000 compounds, 0.93% hits; AID 1463; further: on the % scale 0 is the no-effect control and ±100 the full control effect; nearly all actives have a fitted effect of over 55% in size
#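 Human tau K18 P301L (15 uM unlabeled, 0.24 uM Alexa 594-labeled) in 100 mM sodium acetate pH 7 with 20 uM heparin, 6 hr at 37 C. ThT 30 uM added, 1 hr ambient; Alexa 594 FP and total fluorescence read at 555/632 nm.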
# GAA inh: blocks human lysosomal alpha-glucosidase | purified human GAA, 4-MU-alpha-glucoside fluorescence | Potency, µM (titrated, usually from 76.9 µM), for inactives: at the top dose activity change, negative = inhibition, actives largely listed as inhibitors | 200,000 compounds, 0.005% hits;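 further: plate controls were uninhibited enzyme wells for no effect and no-enzyme background for full effect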
#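 Read-out is 4-methylumbelliferone fluorescence (Ex 365/Em 440 nm) after NaOH/glycine stop at pH 10. Enzyme 4 nM, substrate 400 uM, pH 5.0 citrate buffer, 20 min room temperature; AC50 from Hill-equation concentration-response.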
# ALDH1A1 inh: blocks purified human ALDH1A1 activity; P00352; Purified ALDH1A1, NADH fluorescence, propionaldehyde substrate; 220,000 compounds, 7.3% hits; Potency, µM (series often up to 75.3 µM), for the others: top-dose activity, negative = inhibition, actives largely listed as inhibitors; active means well fitted inhibition curve with a large enough effect, not every such curve was filed as active; inconclusive means small, poorly fitted or top-dose-only effect, or another doubt; inactive means no such curve, though single readings can be large or run the other way;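 further: plate controls were no enzyme wells and a reference inhibitor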
# Target sequence (P00352 whole entry, looked up): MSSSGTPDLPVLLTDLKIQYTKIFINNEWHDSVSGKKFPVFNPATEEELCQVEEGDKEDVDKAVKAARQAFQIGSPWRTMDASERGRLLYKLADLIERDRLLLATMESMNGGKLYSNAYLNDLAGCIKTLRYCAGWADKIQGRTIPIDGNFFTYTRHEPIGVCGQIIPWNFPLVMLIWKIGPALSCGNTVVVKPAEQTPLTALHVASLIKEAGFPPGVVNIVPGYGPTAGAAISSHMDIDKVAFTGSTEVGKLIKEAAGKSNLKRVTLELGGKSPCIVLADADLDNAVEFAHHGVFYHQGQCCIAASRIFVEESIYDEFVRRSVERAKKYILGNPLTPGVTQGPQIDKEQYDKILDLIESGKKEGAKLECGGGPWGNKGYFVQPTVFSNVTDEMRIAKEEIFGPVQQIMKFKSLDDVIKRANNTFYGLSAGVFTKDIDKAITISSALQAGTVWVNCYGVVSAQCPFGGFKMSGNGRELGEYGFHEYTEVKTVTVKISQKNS
# aGal spleen mod: inhibits or activates alpha-galactosidase in human spleen homogenate. Potency, µM (doses to about 80 µM), for inactives: at the top dose activity change, negative = inhibition, hits mostly inhibitors. AID 2107. P06280. 240,000 compounds, 0.008% hits. human spleen homogenate, 4MU-alpha-Gal fluorescence, 40 min;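 further: 0% = enzyme with vehicle and -100% = no enzyme basal signal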
#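 Fluorogenic readout (Ex 365/Em 440 nm) of 4-methylumbelliferone released from 1 mM 4-MU-alpha-galactoside by spleen homogenate, 40 min at 37C, pH 5.0. Data normalized to no-enzyme and enzyme controls; Hill-equation AC50 from compound titrations.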
# GAA glycogen mod: GAA glycogen-cleavage inhibition or activation | P10253 | recombinant GAA, glycogen substrate, Amplex Red glucose oxidase fluorescence | Potency, µM (doses to about 76.4 µM), for the others: at the highest dose activity change, negative = inhibition, most hits filed as inhibitors | 300,000 compounds, 0.38% hits;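 further: 0% = full enzyme reaction and -100% = no-enzyme basal signal; the screen sought inhibitors and activators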
#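 Natural-substrate format: glycogen cleavage by 4 nM human enzyme, glucose read by Amplex Red coupling (Ex 573, Em 610 nm). Normalized to enzyme and no-enzyme controls.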
# Epigenetic reg: regulators of epigenetic silencing causing reporter derepression in mouse cells. murine LDR cells, GFP reporter derepression, 30 h. Potency, µM (highest dose often 53.9 µM), without a hit: top-dose GFP activation, most hits filed as activators. 280,000 compounds, 0.2% hits. AID 1865; further: % of control where 0% means no effect; nearly all actives have a fitted effect of over 60% in size
#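 Reporter derepression read as number of fluorescent GFP-positive objects, 20-120 um in size, counted by laser-scanning cytometer. Mouse LDR line with an epigenetically silenced CMV-GFP locus; compound incubation 30 h, 37 C.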
# NPSR antag: blocks cAMP signaling of the human neuropeptide S receptor | Q6W5P4 | CHO-NPSR cells, cAMP TR-FRET, antagonist mode | Potency, µM (top dose mostly 38.3 µM), inactives show at the highest dose activity change, negative = inhibition, usual class: inhibitors | 220,000 compounds, 1% hits; further: on the % scale 0 is the no-effect control and ±100 the full control effect; nearly all actives have a fitted effect of over 50% in size; many of its hits are not listed in these tables
# Target sequence (Q6W5P4 whole entry, looked up): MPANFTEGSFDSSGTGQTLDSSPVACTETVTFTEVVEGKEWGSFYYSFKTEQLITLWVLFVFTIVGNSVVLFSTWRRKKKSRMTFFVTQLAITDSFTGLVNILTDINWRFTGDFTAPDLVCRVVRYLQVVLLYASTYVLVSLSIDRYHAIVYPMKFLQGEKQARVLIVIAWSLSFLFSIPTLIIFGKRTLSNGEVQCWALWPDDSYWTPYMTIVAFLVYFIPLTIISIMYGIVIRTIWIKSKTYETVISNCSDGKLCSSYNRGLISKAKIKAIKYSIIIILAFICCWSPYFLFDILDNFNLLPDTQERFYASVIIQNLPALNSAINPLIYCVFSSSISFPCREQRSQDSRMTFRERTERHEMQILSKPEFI
# aGlu spleen mod: lysosomal alpha-glucosidase (human) modulation. 240,000 compounds, 0.006% hits. Potency, µM (series often up to 79.9 µM), for the others: at the highest dose activity change, negative = inhibition, actives largely listed as inhibitors. human spleen homogenate, 4-MU-alpha-glucoside fluorescence. P10253. AID 2112;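 further: 0% = enzyme with vehicle and -100% = no enzyme basal signal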
#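 Human spleen homogenate (1 ug) with 4-methylumbelliferyl-alpha-D-glucopyranoside (1 mM final) in 50 mM citrate/phosphate pH 5.0, 0.01% Tween-20; 40 min at 37 C. Stopped at pH 10; 4-MU fluorescence Ex 365/Em 440 nm; AC50 by Hill fit.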
# * = called active by the depositor; ? = inconclusive; · = not tested or not shown; [ ] = remark or other dose. Unless noted, the call rests on the fitted dose curve; in most records, active means well fitted curve in the direction sought with a large enough effect; inconclusive means small, poorly fitted or top-dose-only effect, or another doubt; inactive means no such curve, though single readings can be large; an effect the other way counts as inactive or inconclusive. Potency means the concentration at half of the fitted maximal effect.
entry	smiles	aGal spleen mod	Epigenetic reg	Tau fluor cs	NPSR antag	aGlu spleen mod	GAA glycogen mod	ALDH1A1 inh	GAA inh
1	O=[N+]([O-])c1cccc(-c2ccc(C(=S)N3CCOCC3)o2)c1	-4%	3.2%	9%	-15%	-1%	-14%	3%	·
2	Cc1cc(C)c(C#N)c(SCC(=O)Nc2ccc(S(=O)(=O)Nc3onc(C)c3C)cc2)n1	-8%	-1.0%	-5%	11%	-8%	5%	?	5%
3	Cc1cn(S(=O)(=O)c2ccc(Br)cc2)cn1	9%	-0.1%	-11%	-1%[46.1 µM]	-3%	?	1%	0%
4	CC(C(=O)c1ccccc1)n1cnc2ccccc2c1=O (stereo unspecified)	2%	-7.4%	-8%	-11%[46.1 µM]	-14%	1%	2%	1%
5	CC1(C)CC2(CCO1)OC(=O)CC2C(=O)Nc1ccccc1Cl (stereo unspecified)	-9%	-1.0%	-9%	-23%	5%	14%	-7%	-7%
6	NNC(=O)C1CC(O)CN1S(=O)(=O)c1ccc(Cl)cc1 (stereo unspecified)	-1%	-5.5%	-5%	4%	6%	25%	4%	-1%
7	Cc1ccc(NC(=O)Nc2ccccc2)c(Br)c1	1%	-1.0%	-12%	4%	2%	12%	-3%	5%
8	O=C(Nc1ccccc1)N1CCSc2cc(Cl)ccc21	5%	0.4%	0%	-6%[46.1 µM]	-8%	10%	4%	3%
9	Cc1c(C(=O)N2CCCCC2)nnn1-c1nonc1N	3%	-1.0%	-4%	5%[46.1 µM]	1%	7%	7.9µM*	-6%
10	COc1cc(-c2cc3nc(C)c(C)c(=O)n3[nH]2)cc(OC)c1OC	7%	-0.7%	-8%	-15%[46.1 µM]	4%	2%	-2%	-14%
11	COc1ccc(Cl)cc1NC(=O)N(C)Cc1c(C)nn(C)c1C	4%	0.0%	-1%	-8%[46.1 µM]	-3%	-4%	9%	-1%
12	Cc1ccc(NC(=O)c2nc[nH]c2C(=O)Nc2ccc(C)cc2)cc1	-1%	0.0%	-18%	-3%[46.1 µM]	0%	5%	7%	-6%
13	COc1ccc(C(=O)C2CCCN(C(=O)c3cc(C(C)C)no3)C2)cc1F (stereo unspecified)	-2%	-0.1%	-7%	19%	-4%	-1%	1.6µM*	·
14	Cc1c(NC(=O)NC(=O)c2ccc(F)cc2)c(=O)n(-c2ccccc2)n1C	8%	1.0%	4%	3%[46.1 µM]	3%	-12%	4%	-2%
15	Cc1ccc(CNC(=O)c2cccc(-n3cnnn3)c2)cc1	3%	-0.6%	-6%	-20%[46.1 µM]	0%	-13%	-2%	-7%
16	CC(=O)Nc1ccc(NC(=O)c2ccc(CSc3ccccc3)o2)cc1	-4%	-2.6%	-14%	-11%	·	1%	-2%	-1%
17	O=C(Nc1ccc(Cl)cc1)Nc1ccc2c(c1)N1CCN=C1S2	-4%	-0.2%	14µM*[quencher]	-12%[46.1 µM]	-11%	-3%	5%	-13%
18	CN1CC[C@@]23c4ccccc4N[C@H]1[C@]21CCN(C)[C@@H]3Nc2ccccc21	-2%[29.1 µM]	-0.3%[16.9 µM]	·	·	-2%[29.1 µM]	·	12%[20.9 µM]	·
19	COc1ccc(OCCC(=O)NCC23CC4CC(CC(C4)C2)C3)cc1	3%	2.3%	-7%	-18%	-5%	-11%	?	1%
20	O=C(CSc1nc2ccc(Cl)cc2[nH]1)Nc1ccc2c(c1)CCC2	-4%	-0.9%	?	-11%[46.1 µM]	-4%	-4%	?	6%
21	Cc1ccc(N2CCN(C(=S)c3ccc(N(C)C)cc3)CC2)cc1	4%	-2.2%	?	-2%[46.1 µM]	0%	-5%	7.9µM*	-18%
22	Cc1ccc(C(=O)c2c[nH]c(C(=O)NCCCN3CCOCC3)c2)cc1	3%	-0.8%	6%	-9%[46.1 µM]	-13%	1%	-8%	8%
23	O=C(O)c1cccc(N2CCCCS2(=O)=O)c1	-1%	-1.0%	-2%	9%[46.1 µM]	7%	-1%	5%	4%
24	COc1ccccc1C(=O)Nc1cc2ccccc2oc1=O	-6%	-1.0%	-12%	7%[46.1 µM]	-13%	?	?	0%
25	COc1cccc(CN(C)C(=O)CCc2nnc(-c3ccsc3)o2)c1	-2%	5.7%	5%[2.34 µM]	21%	3%	3%	?	11%
26	O=C(NCCc1ccccc1)C1CCN(C2CCN(Cc3ccco3)CC2)CC1	-10%	4.1%	-8%	6%	-2%	-1%	-3%	-9%[15.4 µM]
27	O=C(c1cccc(C(F)(F)F)c1)c1c[nH]c(C(=O)NCCCN2CCOCC2)c1	6%	-0.4%	2%	7%	1%	6%	4%	-15%
28	CC1=C/C(=C/N(C)c2ccccc2)C(=O)S1	?	-1.0%	-23%	-12%[46.1 µM]	-14%	?	20µM*	-1%
29	COc1ccc(C)cc1N(CC(=O)Nc1cccnc1)S(=O)(=O)c1ccc(C)cc1	-5%	1.6%	-16%	17%	4%	-13%	-2%	-9%
30	O=C(Cc1ccc2cccnc2c1)c1ccc(O)cc1O	-6%	0.2%	-3%	-14%[46.1 µM]	-1%	0%	-1%	-6%
31	Clc1ccccc1C1CC(c2ccccc2)Nc2ncnn21 (stereo unspecified)	0%	-0.8%	-7%	-13%[46.1 µM]	-6%	6%	-4%	2%
32	CN(C)/C=C1\C(=O)NN=C1C(F)(F)F	-4%	1.1%	-10%	11%	-2%	2%	?	6%
33	C[C@@H]1NC(=O)c2cc([N+](=O)[O-])cc(I)c2NCC[C@@H](C(N)=O)NC(=O)[C@H](CC(N)=O)NC1=O	2%	1.4%	-3%	11%	-16%	2%	-5%	-1%
34	COCc1[nH]nc2c1C(c1ccnc3ccccc13)C(C#N)=C(N)O2 (stereo unspecified)	-3%	-2.0%	-6%	-16%[46.1 µM]	2%	-9%	?	-6%
35	CCOc1ccccc1N1CCN(C(=S)NC(=O)C23CC4CC(CC(C4)C2)C3)CC1	6%	1.0%	-11%	-38%	2%	-10%	-3%	1%
36	CCOC(=O)C1=C(C)c2ccccc2OC1(CC)C(=O)OCC (stereo unspecified)	1%[119 µM]	-1.4%	-13%[81.3 µM]	·	3%[119 µM]	·	1%	·
37	O=C(CCn1c(=O)sc2ccccc21)Nc1cccnc1	0%	-2.0%	4%	-12%	-6%	2%	?	-1%
38	O=S(=O)(Cc1ccccc1Cl)NCCOc1ccccc1	-9%	-1.9%	-14%	9%	2%	-1%	-10%	-12%
39	O=C(Cn1cnc2ccccc2c1=O)N1CCOCC1	3%	0.0%	-8%	?	-1%	-3%	6%	?
40	COc1ccccc1CN1C[C@@H]2C[C@@H](c3ccc(C)c(C)c3)N3CCC[C@@]23C1=O	-26%	-0.2%	-7%	47%	-1%	-5%	12%	-14%
41	COc1ccc(-c2cc(=Nc3ccc(C)cc3)c3ccccc3o2)cc1	-4%	-1.4%	?	-23%[46.1 µM]	-12%	-1%	-1%	-5%[15.4 µM]
42	Cn1cnnc1SCC(=O)NCCc1ccc(Cl)cc1Cl	8%	-2.4%	6%	6%	4%	3%	5%	-3%
43	CCSc1nc2ccccc2n1Cc1cccc([N+](=O)[O-])c1	-14%	2.1%	-21%	-28%[46.1 µM]	-6%	5%	-2%	4%
44	CC(=O)C1=C(c2ccccc2)NC(=S)NC1c1cc(Cl)c(OC(C)C)c(Cl)c1 (stereo unspecified)	3%	0.0%	-20%	-53%	4%	-10%	0.71µM*	-13%
45	O=C(c1cc2c(s1)CCC2)N1C(=O)c2ccccc2S1(=O)=O	1%	-0.9%	3%	3%[46.1 µM]	5%	5%	5%	-2%
46	CCC(=O)NNc1ncnc2c1cnn2C	-14%	6.8%	-7%	6%	-6%	-3%	-1%	-4%
47	CCCC(=O)Nc1cc(-c2nc3ncccc3o2)ccc1C	-11%	-1.1%	1%	?	-8%	4%	?	5%

# Gathered by group, the entries above with an aryl methoxy group
entry	smiles	aGal spleen mod	Epigenetic reg	Tau fluor cs	NPSR antag	aGlu spleen mod	GAA glycogen mod	ALDH1A1 inh	GAA inh
10	COc1cc(-c2cc3nc(C)c(C)c(=O)n3[nH]2)cc(OC)c1OC	7%	-0.7%	-8%	-15%[46.1 µM]	4%	2%	-2%	-14%
11	COc1ccc(Cl)cc1NC(=O)N(C)Cc1c(C)nn(C)c1C	4%	0.0%	-1%	-8%[46.1 µM]	-3%	-4%	9%	-1%
13	COc1ccc(C(=O)C2CCCN(C(=O)c3cc(C(C)C)no3)C2)cc1F (stereo unspecified)	-2%	-0.1%	-7%	19%	-4%	-1%	1.6µM*	·
19	COc1ccc(OCCC(=O)NCC23CC4CC(CC(C4)C2)C3)cc1	3%	2.3%	-7%	-18%	-5%	-11%	?	1%
24	COc1ccccc1C(=O)Nc1cc2ccccc2oc1=O	-6%	-1.0%	-12%	7%[46.1 µM]	-13%	?	?	0%
25	COc1cccc(CN(C)C(=O)CCc2nnc(-c3ccsc3)o2)c1	-2%	5.7%	5%[2.34 µM]	21%	3%	3%	?	11%
29	COc1ccc(C)cc1N(CC(=O)Nc1cccnc1)S(=O)(=O)c1ccc(C)cc1	-5%	1.6%	-16%	17%	4%	-13%	-2%	-9%
40	COc1ccccc1CN1C[C@@H]2C[C@@H](c3ccc(C)c(C)c3)N3CCC[C@@]23C1=O	-26%	-0.2%	-7%	47%	-1%	-5%	12%	-14%
41	COc1ccc(-c2cc(=Nc3ccc(C)cc3)c3ccccc3o2)cc1	-4%	-1.4%	?	-23%[46.1 µM]	-12%	-1%	-1%	-5%[15.4 µM]

# High-throughput results (PubChem)

# Some of the compounds tested; count on the stated rates, not on these rows.
